ATG4B inhibitor: inhibitors of human ATG4B cysteine protease; ATG4B cleavage of LC3-PLA2, NBD-HPC fluorescence, 1 h; inhibition, % at 8.33 µM; actives 0.51% (n = 340,000); AID 504462; in the data active = inhibition above about 40%
hIAP block: blocks human intestinal alkaline phosphatase; purified IAP, CDP-Star luminescence, 30 min; inhibition, % at 10 µM; actives 0.12% (n = 330,000); AID 2544;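 active = inhibition reaching a set limit with compound at 10 µM in the primary screen, cut at about 35% in these data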;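 note: plate controls were DMSO wells with enzyme for no effect and no-enzyme buffer wells for full effect; values of inactives mirror those of a sister screen read the other way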
Target sequence (P09923 whole entry, looked up): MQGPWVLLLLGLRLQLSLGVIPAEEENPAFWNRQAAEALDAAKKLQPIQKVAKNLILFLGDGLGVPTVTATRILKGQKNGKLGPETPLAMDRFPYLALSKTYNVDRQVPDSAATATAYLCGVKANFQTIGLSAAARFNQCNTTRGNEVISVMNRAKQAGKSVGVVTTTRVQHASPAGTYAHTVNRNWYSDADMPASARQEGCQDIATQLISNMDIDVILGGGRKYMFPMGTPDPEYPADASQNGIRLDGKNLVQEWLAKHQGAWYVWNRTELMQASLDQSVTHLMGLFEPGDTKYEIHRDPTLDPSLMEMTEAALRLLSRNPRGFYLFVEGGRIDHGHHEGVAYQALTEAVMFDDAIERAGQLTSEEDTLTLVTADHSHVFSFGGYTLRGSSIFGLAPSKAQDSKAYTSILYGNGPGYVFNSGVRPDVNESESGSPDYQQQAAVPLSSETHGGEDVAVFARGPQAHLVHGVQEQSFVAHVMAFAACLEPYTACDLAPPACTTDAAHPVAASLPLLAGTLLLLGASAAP
HKDC1 inhibitor: inhibitors of human hexokinase HKDC1; recombinant HKDC1, G6PDH/diaphorase resazurin coupled fluorescence; inhibition, % at 20 µM; actives 0.16% (n = 340,000);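 active = inhibition above about 35% when tested at 20 µM, limit read from the data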;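 note: plate controls were DMSO wells with enzyme for no effect and DMSO wells lacking enzyme for full effect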
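Assay system: recombinant HKDC1 hexokinase; detection: coupled resazurin fluorescence, excitation 525 nm, emission 613 nm; benchmarks: DMSO-plus-enzyme-mix negative control, buffer-substituted positive control; compound dosing: single 20 µM dose; schedule: 90 min at room temperature in dark; also added: glucose plus 1 mM ATP as hexokinase substrates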
mIAP block: blocks mouse intestinal alkaline phosphatase; purified mouse IAP, CDP-Star luminescence, 30 min; inhibition, % at 10 µM; actives 0.2% (n = 330,000); AID 2806;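 active = inhibition of at least 40% at 10 µM in the primary screen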;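 note: plate controls were DMSO with enzyme for no effect and no enzyme wells for full effect; values of inactives mirror those of a sister screen read the other way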
mIAP act: increases mouse intestinal alkaline phosphatase activity. activation factor at 10 µM. AID 2805. actives 0.24% (n = 330,000). muIAP, CDP-Star luminescence, 30 min; active compounds read high; 1 = vehicle-only enzyme signal, 0 = enzyme-free wells;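 active = activation factor of at least 2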; note: the source names both 10 and 20 µM as test concentration; values of inactives mirror those of a sister screen read the other way
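also added = chemiluminescent substrate CDP-Star | test system = mouse IAP enzyme | signal = chemiluminescence readout | compound = DMSO-dissolved test compounds | incubation = 30 min at room temperature | benchmarks = DMSO wells, no-enzyme wells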
hIAP activ: increases human intestinal alkaline phosphatase activity; activation factor at 10 µM; purified human IAP, CDP-Star luminescence, 30 min; active compounds read high; 1 = vehicle-only enzyme, 0 = enzyme-free background; actives 0.16% (n = 330,000);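 active = activation factor of the enzyme at least 2-fold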; note: the source names both 10 and 20 µM as test concentration; values of inactives mirror those of a sister screen read the other way
A3A deaminase: blocks human APOBEC3A ssDNA deamination. recombinant A3A, FAM/TAMRA ssDNA deamination fluorescence. inhibition, % at 20 µM. P31941. actives 0.41% (n = 330,000);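 active = at least 40% inhibition at 20 µM here, with at most 30% in a related deaminase screen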;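 note: plate controls were A3A with DMSO for no effect and wells lacking A3A enzyme for full effect; some results filed as inactive read as strong as hits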
Target sequence (P31941 whole entry, looked up): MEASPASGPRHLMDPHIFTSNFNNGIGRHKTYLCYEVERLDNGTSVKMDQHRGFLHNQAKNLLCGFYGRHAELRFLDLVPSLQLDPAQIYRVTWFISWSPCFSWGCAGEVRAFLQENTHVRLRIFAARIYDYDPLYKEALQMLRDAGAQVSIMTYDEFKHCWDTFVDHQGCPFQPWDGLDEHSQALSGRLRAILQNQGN
PfGluPho inh: PfG6PD (Plasmodium falciparum) enzyme inhibition; PfGluPho enzyme, NADPH resazurin-diaphorase fluorescence; inhibition, % at 20 µM; actives 0.78% (n = 350,000);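 active = inhibition reaching at least a set limit at 20 µM in the primary screen, cut at about 59% in these data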;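 note: 0% = DMSO wells with substrate and 100% = DMSO wells lacking glucose-6-phosphate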
* marks the source's active call; other numbers are inactive results; & = joins results of further samples.

Screening COc1ccc(C(=O)OC2CC3CCC(C2)[N+]3(C)[O-])cc1OC (centres undefined) returned ATG4B inhibitor 7, hIAP block -5, HKDC1 inhibitor -2, mIAP block -1, mIAP act 1, hIAP activ 1.1, A3A deaminase -3 and PfGluPho inh -10.
CC1=C(C/C(C)=C/c2ccccc2)/C(=C/CO)[C@@H]2OC(=O)O[C@]2(C)C12CC2 was read as ATG4B inhibitor -1, hIAP block 23, HKDC1 inhibitor 1, mIAP block -5, mIAP act 1.1, hIAP activ 0.77, A3A deaminase -1 and PfGluPho inh 19.
Screening CCC(=Nc1cccc(C(F)(F)F)c1)c1c(O)n(C)c(=O)n(C)c1=O returned ATG4B inhibitor -4, hIAP block 4, HKDC1 inhibitor -5, mIAP block -2, mIAP act 1, hIAP activ 0.95, A3A deaminase 3 and PfGluPho inh 9.
For CN1OCC2Cn3c(nc4ccccc43)C21 (centres undefined) the results were ATG4B inhibitor 4, hIAP block -4, HKDC1 inhibitor -5, mIAP block -13, mIAP act 1.1, hIAP activ 1, A3A deaminase 1 and PfGluPho inh -9.
Screening O=S(=O)(c1ccc(F)cc1)N1CCCC1c1cccnc1 (centres undefined) returned ATG4B inhibitor -17, hIAP block -8, HKDC1 inhibitor -2, mIAP block 0, mIAP act 1, hIAP activ 1.1, A3A deaminase -2 and PfGluPho inh -4.
For O=C1NC(=S)NC(=O)C12C(c1ccc(F)cc1)NC(=S)NC2c1ccc(F)cc1 (centres undefined) the results were ATG4B inhibitor -9, hIAP block 0, HKDC1 inhibitor 27, mIAP block -1, mIAP act 1, hIAP activ 1, A3A deaminase -2 and PfGluPho inh -3.
For COc1ccccc1N1CCN(Cc2ccc(Cl)cc2Cl)CC1 the results were ATG4B inhibitor -1, hIAP block 26, HKDC1 inhibitor -6, mIAP block 0, mIAP act 0.99, hIAP activ 0.74, A3A deaminase -2 and PfGluPho inh 23.
For O=C(c1ccc2c3c(cccc13)CC2)C1CCCN(CC2CC2)C1 (centres undefined) the results were ATG4B inhibitor -1, hIAP block -5, HKDC1 inhibitor -3, mIAP block 8, mIAP act 0.92, hIAP activ 1.1, A3A deaminase 5 and PfGluPho inh -13.
For COC(=O)C1=C(c2ccc(S(C)(=O)=O)cc2)C[C@@H]2CC[C@H]1N2C(=O)NCc1ccco1 the results were ATG4B inhibitor -8, hIAP block 18, HKDC1 inhibitor -6, mIAP block -9, mIAP act 1.1, hIAP activ 0.82, A3A deaminase 0 and PfGluPho inh 6.
`CN1c2ccccc2Oc2ccccc21` gave ATG4B inhibitor -2, hIAP block 3, HKDC1 inhibitor -6, mIAP block 0, mIAP act 0.99, hIAP activ 0.97, A3A deaminase 0 and PfGluPho inh 11.
Screening CN1C(=O)C(=Cc2ccc(N3CCCCCC3)cc2)C(=O)N(C)C1=O returned ATG4B inhibitor 3, hIAP block -11, HKDC1 inhibitor 8, mIAP block 4, mIAP act 0.96, hIAP activ 1.1, A3A deaminase 2 and PfGluPho inh -1.
CCCC[N+]12CCC(CC1)C(C(O)(c1ccccc1)c1ccccc1)C2 (centres undefined) was read as ATG4B inhibitor -6, hIAP block -3, HKDC1 inhibitor -4, mIAP block -3, mIAP act 1, hIAP activ 1, A3A deaminase 41* and PfGluPho inh -5.
O=C(CSc1ccccc1)N1CCC2(CC1)OCCO2 was read as ATG4B inhibitor -3, hIAP block -2, HKDC1 inhibitor -6, mIAP block 9, mIAP act 0.91, hIAP activ 1, A3A deaminase 4 and PfGluPho inh 7.
Screening CC(=O)NCCc1c[nH]c2ccccc12 returned ATG4B inhibitor -25, hIAP block 6, HKDC1 inhibitor -6, mIAP block 3, mIAP act 0.97, hIAP activ 0.94, A3A deaminase -2 and PfGluPho inh 11.
`O=c1c2ccccc2nc(-c2ccoc2)n1-c1ccccc1Cl` gave ATG4B inhibitor 9, hIAP block 9, HKDC1 inhibitor -11, mIAP block -3, mIAP act 1, hIAP activ 0.91, A3A deaminase -6 and PfGluPho inh -1.
For CN1CCN(c2ccc([N+](=O)[O-])c(Sc3ccccn3)c2)CC1 the results were ATG4B inhibitor -11, hIAP block 17, HKDC1 inhibitor -1, mIAP block 7, mIAP act 0.93, hIAP activ 0.83, A3A deaminase -1 and PfGluPho inh 5.
CCN1C[C@@]2(COC)C3[C@@H](OC)[C@H]4[C@@H]1[C@@]3(C1C[C@@]3(O)[C@H](OC(=O)c5ccccc5)C1[C@]4(OC(C)=O)[C@@H](O)[C@H]3OC)[C@@H](OC)C[C@H]2O (some centres undefined) was read as ATG4B inhibitor -7, hIAP block -14, HKDC1 inhibitor -7, mIAP block 7, mIAP act 0.93, hIAP activ 1.1, A3A deaminase -3 and PfGluPho inh 13.
Screening COc1ccc(N=C(C)c2c(O)[nH]c(=O)[nH]c2=O)cc1 returned ATG4B inhibitor 5, hIAP block 2, HKDC1 inhibitor -6, mIAP block 0, mIAP act 1, hIAP activ 0.98, A3A deaminase -9 and PfGluPho inh 17.
Screening C[C@H]1[C@H](OC(=O)CCC(=O)NCc2ccc(C(=O)O)cc2)O[C@@H]2O[C@@]3(C)CC[C@H]4[C@H](C)CC[C@@H]1C24OO3 returned ATG4B inhibitor -10, hIAP block 1, HKDC1 inhibitor 0, mIAP block 2, mIAP act 0.97, hIAP activ 0.99, A3A deaminase -1 and PfGluPho inh -22.
`O=C(Cc1cccc(C(F)(F)F)c1)N1CCN(CC(=O)N2CCCC2)CC1` gave ATG4B inhibitor -1, hIAP block -17, HKDC1 inhibitor 1, mIAP block -11, mIAP act 1.1, hIAP activ 1.2, A3A deaminase -1 and PfGluPho inh -1.
Screening C=C1C[C@]2(O)[C@@]3(C)CCC(=O)C(C)(C)C3=C(O)C(=O)[C@@]2(C)[C@@H]2C(=O)O[C@@](C)(C(=O)OC)C(=O)[C@@]12C returned ATG4B inhibitor -15, hIAP block 3, HKDC1 inhibitor -3, mIAP block 11, mIAP act 0.89, hIAP activ 0.97, A3A deaminase 2 and PfGluPho inh 3.
Screening O=c1[nH]c(=O)n(Cc2ccc(F)cc2)c(O)c1/C=N/Nc1ccccc1 returned ATG4B inhibitor -14, hIAP block -6, HKDC1 inhibitor -3, mIAP block 8, mIAP act 0.92, hIAP activ 1.1, A3A deaminase -3 and PfGluPho inh 9.
`CC(C)CC(C)N` (centres undefined) gave ATG4B inhibitor -3, hIAP block 5, HKDC1 inhibitor -4, mIAP block -6, mIAP act 1.1, hIAP activ 0.95, A3A deaminase -4 and PfGluPho inh 9.
`CN(C)C(=O)Oc1cc(=O)n2c3c(cccc13)CCC2` gave ATG4B inhibitor 4, hIAP block 15, HKDC1 inhibitor -6, mIAP block 0, mIAP act 0.99, hIAP activ 0.85, A3A deaminase 2 and PfGluPho inh -6.
CN(C)P(=O)(NC(=O)c1cccn1C)N(C)C was read as ATG4B inhibitor 15, hIAP block -7, HKDC1 inhibitor 1, mIAP block -7, mIAP act 1.1, hIAP activ 1.1, A3A deaminase 3 and PfGluPho inh -4.
C#CCN(C)[C@H](C)Cc1ccccc1 was read as ATG4B inhibitor 7, hIAP block 9, HKDC1 inhibitor -1, mIAP block -8, mIAP act 1.1, hIAP activ 0.91, A3A deaminase 0 and PfGluPho inh -10.
For CC[C@]12C=CCN3CCC4(c5cc(Br)c(OC)cc5N(C)C4[C@@](O)(C(=O)OC)[C@@H]1OC(C)=O)C32 (some centres undefined) the results were ATG4B inhibitor -7, hIAP block -8, HKDC1 inhibitor -6, mIAP block -2, mIAP act 1, hIAP activ 1.1, A3A deaminase 62* and PfGluPho inh 7.
For CC(NC(C)(C)C)C(=O)c1cccc(Cl)c1 (centres undefined) the results were ATG4B inhibitor 4, hIAP block -10, HKDC1 inhibitor -7, mIAP block -3, mIAP act 1.1, hIAP activ 1.1, A3A deaminase -1&0 and PfGluPho inh -24.
For Clc1ccccc1C1=NCc2nncn2-c2sc(Br)cc21 the results were ATG4B inhibitor 4, hIAP block -15, HKDC1 inhibitor -7, mIAP block 1, mIAP act 0.99, hIAP activ 1.2, A3A deaminase -1 and PfGluPho inh -2.
`COc1ccc(CC(=O)N(C)C2CCCN(Cc3ccccc3F)C2)cc1OC` (centres undefined) gave ATG4B inhibitor 13, hIAP block 12, HKDC1 inhibitor -4, mIAP block 4, mIAP act 0.96, hIAP activ 0.88, A3A deaminase -3 and PfGluPho inh -10.

Copied from the listing (4 entries):
Screening COc1ccc(C(=O)OC2CC3CCC(C2)[N+]3(C)[O-])cc1OC (centres undefined) returned ATG4B inhibitor 7, hIAP block -5, HKDC1 inhibitor -2, mIAP block -1, mIAP act 1, hIAP activ 1.1, A3A deaminase -3 and PfGluPho inh -10.
CC1=C(C/C(C)=C/c2ccccc2)/C(=C/CO)[C@@H]2OC(=O)O[C@]2(C)C12CC2 was read as ATG4B inhibitor -1, hIAP block 23, HKDC1 inhibitor 1, mIAP block -5, mIAP act 1.1, hIAP activ 0.77, A3A deaminase -1 and PfGluPho inh 19.
Screening CCC(=Nc1cccc(C(F)(F)F)c1)c1c(O)n(C)c(=O)n(C)c1=O returned ATG4B inhibitor -4, hIAP block 4, HKDC1 inhibitor -5, mIAP block -2, mIAP act 1, hIAP activ 0.95, A3A deaminase 3 and PfGluPho inh 9.
For CN1OCC2Cn3c(nc4ccccc43)C21 (centres undefined) the results were ATG4B inhibitor 4, hIAP block -4, HKDC1 inhibitor -5, mIAP block -13, mIAP act 1.1, hIAP activ 1, A3A deaminase 1 and PfGluPho inh -9.

(more compounds)
Screening COc1ccccc1-n1c(O)c(/C=N/NC(=S)Nc2ccccc2)c(=O)[nH]c1=S returned ATG4B inhibitor -3, hIAP block -6, HKDC1 inhibitor -5, mIAP block 10, mIAP act 0.9, hIAP activ 1.1, A3A deaminase -1 and PfGluPho inh 17.
Screening Cn1c(O)c(C=NCc2cccs2)c(=O)n(C)c1=O returned ATG4B inhibitor 4, hIAP block -7, HKDC1 inhibitor -10, mIAP block -5, mIAP act 1, hIAP activ 1.1, A3A deaminase -4 and PfGluPho inh -11.
Cc1ccsc1C(=O)C1CCCN(Cc2ccn[nH]2)C1 (centres undefined) was read as ATG4B inhibitor -6, hIAP block -10, HKDC1 inhibitor -11, mIAP block -2, mIAP act 1, hIAP activ 1.1, A3A deaminase -1 and PfGluPho inh -4.
For COCCCn1c(N)c(C(=O)Nc2sc3c(c2C(=O)OC)CCCC3)c2nc3ccccc3nc21 the results were ATG4B inhibitor -3, hIAP block 0, HKDC1 inhibitor -5, mIAP block 16, mIAP act 0.84, hIAP activ 1, A3A deaminase -4 and PfGluPho inh 13.
`CC[N+](CC)(CC#CCO)CC#Cc1ccccc1` gave ATG4B inhibitor -6, hIAP block 1, HKDC1 inhibitor 2, mIAP block -8, mIAP act 1.1, hIAP activ 0.99, A3A deaminase 3 and PfGluPho inh 14.
Screening CCCCc1nc2ccccc2c(=O)n1-c1ccccc1O returned ATG4B inhibitor 12, hIAP block -3, HKDC1 inhibitor -5, mIAP block -2, mIAP act 1, hIAP activ 1, A3A deaminase -3 and PfGluPho inh 9.
For Fc1cccc(CCNCc2ccccn2)c1 the results were ATG4B inhibitor 9, hIAP block 0, HKDC1 inhibitor -4, mIAP block -1, mIAP act 1, hIAP activ 0.99, A3A deaminase 0 and PfGluPho inh -17.
Screening Cc1cc(C=C2C(=O)NC(=S)NC2=O)c(C)n1C1CCCC1 returned ATG4B inhibitor -6, hIAP block 12, HKDC1 inhibitor 11, mIAP block 13, mIAP act 0.87, hIAP activ 0.88, A3A deaminase 5 and PfGluPho inh -11.

Only part of the results is shown; the hit share may differ from the screen's.
